ERp5 block: inhibitors of human ERp5; Q15084; ERp5 insulin aggregation, absorbance 650 nm, 90 min; inhibition, % at 9.99 µM; actives 0.05% (n = 350,000); AID 651711;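 active means mean replicate inhibition above about 25%, with every replicate also reaching it, limit read from the data, passing the limit was not always enough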
Casp6 inh: caspase-6 (human) enzyme inhibition | AID 686996 | inhibition, % at 12.5 µM | purified caspase-6, Z-VEID-R110 cleavage fluorescence | actives 0.53% (n = 350,000);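 active means mean inhibition across replicates at least about 35%, with every replicate also reaching that limit, limit read from the data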;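 further: 0% = median of neutral control wells and 100% = no fluorescence left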
Target sequence (P55212 24-179 limits assumed): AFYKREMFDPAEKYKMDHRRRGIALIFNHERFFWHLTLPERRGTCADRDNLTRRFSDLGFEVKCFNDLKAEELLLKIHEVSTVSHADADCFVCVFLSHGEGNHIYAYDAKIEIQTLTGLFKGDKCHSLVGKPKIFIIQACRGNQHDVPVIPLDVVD
Target sequence (P55212 194-293 limits assumed): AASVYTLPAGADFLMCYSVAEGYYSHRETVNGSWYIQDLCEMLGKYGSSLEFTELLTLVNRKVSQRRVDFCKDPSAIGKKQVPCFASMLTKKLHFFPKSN
E-selectin induc: E-selectin induction on HUVECs; P16581; HUVEC E-selectin immunofluorescence imaging; normalized: neutral wells 0, TNF-alpha wells 100; activation, % at 7.58 µM; actives 0.37% (n = 260,000);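 active means mean E-selectin-positive cell signal at least 10% of the positive control, reached in at least 60% of replicates, without over 20% cell loss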;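 further: in these data hits start at about 27%; measured in HUVEC primary endothelial cells; signal is the percent of cells scored E-selectin positive by PE staining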
Target sequence (P16581 whole entry, looked up): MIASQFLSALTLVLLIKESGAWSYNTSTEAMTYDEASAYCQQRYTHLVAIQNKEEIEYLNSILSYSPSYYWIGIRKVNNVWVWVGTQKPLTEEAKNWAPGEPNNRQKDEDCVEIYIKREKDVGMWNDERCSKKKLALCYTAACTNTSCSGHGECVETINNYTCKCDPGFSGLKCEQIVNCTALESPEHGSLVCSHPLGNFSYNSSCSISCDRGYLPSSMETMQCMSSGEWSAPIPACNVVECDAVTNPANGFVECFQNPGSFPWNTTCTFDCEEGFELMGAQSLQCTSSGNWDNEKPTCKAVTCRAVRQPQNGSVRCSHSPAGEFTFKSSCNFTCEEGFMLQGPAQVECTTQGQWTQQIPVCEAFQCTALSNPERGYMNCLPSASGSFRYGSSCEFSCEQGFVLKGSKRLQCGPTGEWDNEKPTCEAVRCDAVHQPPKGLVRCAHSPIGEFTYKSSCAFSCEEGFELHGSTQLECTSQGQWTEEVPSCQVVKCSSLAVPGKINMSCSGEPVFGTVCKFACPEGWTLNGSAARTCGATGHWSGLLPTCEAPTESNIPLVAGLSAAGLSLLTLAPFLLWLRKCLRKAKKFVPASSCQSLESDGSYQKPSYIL
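Assay system: HUVEC, human umbilical vein endothelial cells / Amount: 3,000 HUVEC/well / Controls: TNF-alpha positive control, DMSO neutral control / Compound dosing: single concentration / Medium: EGM-2 over gelatin coat / Evaluation: percent E-selectin-positive cells / Signal: immunofluorescence imaging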
PglD inh: PglD (C. jejuni) enzyme inhibition. purified PglD enzyme, DTNB colorimetric CoA detection. inhibition, % at 12.5 µM. actives 0.098% (n = 360,000). AID 602405; in the data active means inhibition above about 16%, passing the limit was not always enough; further: strong numbers were not always called active
ARNT-TACC3 inh: disrupts binding between human ARNT and TACC3; Q9Y6A5; AlphaScreen His-ARNT PAS-B/GST-TACC3 binding, luminescence; TACC3 fragment carries E629A point mutation; inhibition, % at 9.99 µM; actives 0.66% (n = 390,000);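 active means mean inhibition of replicates at least 50% and at least half of replicates each reaching 50%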;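 further: 0% = complete ARNT plus TACC3 wells and 100% = ARNT alone without TACC3; many hits fall short of the cut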
RAD54 inh: inhibitors of human RAD54 branch migration. RAD54 Holliday junction branch migration, FAM/BHQ fluorescence. Q92698. inhibition, % at 10.4 µM. actives 0.14% (n = 360,000). AID 602329;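 active means mean normalized replicate activity at least 40 and at least half of replicates scoring 40 or more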;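 further: 0% = median of neutral control wells and 100% = median of positive control wells; inhibitors cause a drop in the FAM fluorescence signal; in these data hits start at about 50%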
RAD52 inh: inhibitors of human RAD52 DNA annealing | P43351 | actives 0.46% (n = 360,000) | AID 651710 | inhibition, % at 18.7 µM | recombinant RAD52 DNA annealing, FRET fluorescence;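 active means every replicate showing at least 50% inhibition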
esBAF inh: inhibitors of esBAF chromatin remodeling in mouse ES cells; actives 2% (n = 350,000); Bmi1-luciferase knock-in reporter, 24 h; 100% = twice the neutral-well signal; reporter increase, % at 12.5 µM; AID 602393; in the data active means activation above about 40%;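 further: 0% = median of the plate's neutral control wells and 100% = double that signal; a rise in the Bmi1 reporter signal indicates esBAF inhibition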
* marks the source's active call; other numbers are inactive results; x = no result given; & = joins results of further samples.

SMILES	ERp5 block	Casp6 inh	E-selectin induc	PglD inh	ARNT-TACC3 inh	RAD54 inh	RAD52 inh	esBAF inh
Cc1ccnc(NC(=O)c2cc3cc(F)ccc3s2)c1	-0.4	-0.2	x	-2.3	x	-10.1	-17.5	17.2
COc1ccc(S(=O)(=O)N2CCCC(C(=O)NCc3ccc(F)cc3)C2)cc1 (centres undefined)	0.4	2.5	13.0	2.2	-6.1	-6.9	-3.7	5.5
O=C(c1ccc(OC2CCN(CCc3ccccc3)CC2)cc1)N1CCCC(CCCO)C1 (centres undefined)	1.5	-0.4	x	-1.1	1.4	15.8	-9.1	-8.6
C[C@H](CO)N1C[C@H](C)[C@H](CN(C)S(=O)(=O)c2ccc(F)cc2)Oc2ccc(NS(=O)(=O)c3cn(C)cn3)cc2C1=O	-4.1	0.6	-0.5	3.7	-6.7	-14.3	2.6	1.7
CO[C@H]1CN(C)C(=O)c2cc(NC(=O)c3cccc(F)c3)ccc2OC[C@H](C)N(CC2CC2)C[C@H]1C	-7.7	2.0	-0.2	3.3	-3.0	-2.6	3.0	-1.2
O=C(c1cnn2c(C(F)F)cc(C3CC3)nc12)N1CCCC1	x	x	x	0.2	0.0	6.1	x	-8.0
CSCC(O)Cn1[nH]c(=O)c2cc(Cl)c(Cl)cc2c1=O (centres undefined)	1.2	-0.6	x	x	1.3	x	-4.5	1.0
COc1ccc(NS(=O)(=O)c2cc(NC(=O)c3ccc(Cl)cc3)ccc2N2CCOCC2)cc1	-3.8	-4.1	3.2	3.3	-1.6	8.7	8.1	x
NC(=O)c1ccccc1NC(=O)NC1CCCCC1	-2.2	3.1	x	-0.7	-5.2	8.6	-2.4	-5.6
Cc1ccc(S(=O)(=O)Nc2ccc3c(c2)C(=O)N([C@@H](C)CO)C[C@H](C)[C@@H](CN(C)S(=O)(=O)c2ccccc2)O3)cc1	-5.7	-4.2	0.1	1.2	-2.0	-0.4	12.7	-2.7
O=C(CSc1ccccc1)NCc1ccccn1	-5.7	-1.3	x	8.4	5.0	3.6	-12.3	11.4
O=C(COC(=O)c1cccnc1Nc1ccccc1F)NC1CC1	-0.3	2.8	x	x	-6.7	x	0.8	x
O=C(Cn1cnc2ccccc21)NCc1ccccc1	x	x	x	3.8	-4.8	-15.0	x	-4.6
O=C(COC(=O)/C=C/c1cccs1)NC(=O)Cc1ccccc1	-1.8	0.8	x	x	-7.3	x	-13.4	1.1
C[C@H](CO)N1C[C@H](C)[C@H](CN(C)C(=O)Nc2ccccc2)Oc2ccc(NS(=O)(=O)c3ccc(Cl)cc3)cc2CC1=O	5.8	-1.7	0.3	-0.2	-11.8	10.6	14.0	3.3
CC(=O)Nc1ccc(S(=O)(=O)c2ccc(N)cc2)cc1N	-5.4	-1.0	x	4.0	9.4	-12.3	-12.3	-4.4
Cc1cc(OC(=O)c2cc(F)c(F)cc2Cl)nc(C)n1	1.3	2.1	x	1.9	-2.1	-4.3	-12.8	1.5
O=CN1CCCN(C(=O)CC2C(=O)NCCN2Cc2cccc(Oc3ccccc3)c2)CC1 (centres undefined)	-4.1	-5.0	x	-1.4	9.3	0.9	-34.1	-3.4
CC=Cc1ccc2n(c1=O)C[C@H]1[C@H](CO)[C@@H](C(=O)NCc3ccc(F)cc3)N(C)[C@@H]21 (mixture of isomers)	2.3	1.1	-0.2	0.2	1.0	8.9	-23.8	-1.7
Cc1ccccc1-c1ccc([C@@H]2[C@@H](CO)N3CCCCN(C(=O)CN4CCOCC4)C[C@@H]23)cc1	10.9	1.0	-0.1	-2.4	4.1	-6.1	-11.7	x
CCC(C)C(=O)Nc1ncc2c(n1)CC(c1cccs1)CC2=O (centres undefined)	x	x	x	-2.2	11.4	-6.2	x	-2.9
CSCC[C@H](NC(=O)OC(C)(C)C)C(=O)NCC1CCC(C(=O)N[C@@H](Cc2ccccc2)C(=O)O)CC1 (some centres undefined)	0.2	0.6	0.1	1.8	-11.9	-19.3	-6.7	7.9
COc1ccc(S(=O)(=O)N(C)C[C@H]2Oc3c(NC(=O)NC4CCCCC4)cccc3C(=O)N([C@@H](C)CO)C[C@H]2C)cc1	14.2	-1.6	-1.9	8.2	4.9	2.6	10.9	-1.0
O=C(CN1CCOCC1)NCC[C@@H]1CC[C@H](NC(=O)Cc2ccccn2)[C@@H](CO)O1	4.5	0.5	-0.1	3.1	7.2	-8.5	-27.4	0.9
COc1ccc(-n2c(Cc3cc(=O)[nH]c(=O)[nH]3)nnc2SCC(=O)N2CCCC2)cc1	1.6	1.5	0.1	4.3	x	1.3	-19.4	-5.8

3 compounds from above, showing only RAD52 inh:
Compound,RAD52 inh
COc1ccc(NS(=O)(=O)c2cc(NC(=O)c3ccc(Cl)cc3)ccc2N2CCOCC2)cc1,8.1
NC(=O)c1ccccc1NC(=O)NC1CCCCC1,-2.4
Cc1ccc(S(=O)(=O)Nc2ccc3c(c2)C(=O)N([C@@H](C)CO)C[C@H](C)[C@@H](CN(C)S(=O)(=O)c2ccccc2)O3)cc1,12.7

(listing goes on)
SMILES	ERp5 block	Casp6 inh	E-selectin induc	PglD inh	ARNT-TACC3 inh	RAD54 inh	RAD52 inh	esBAF inh
O=C(O)c1ccc(NS(=O)(=O)c2ccc(Cl)c(C(=O)Nc3ccccc3)c2)cc1	-4.6	0.4	x	-2.5	0.4	-12.7	-9.6	0.8
COC(=O)Cc1c(C)nc2nc(-c3ccc(Cl)cc3)[nH]n2c1=O	x	x	x	7.5	3.9	-4.1	x	2.4
O=C(CC1SC(=Nc2ccccc2)N(CCc2ccccn2)C1=O)Nc1ccc(F)cc1 (centres undefined)	2.2	-0.3	x	-6.4	-6.0	-1.7	-69.7	8.3
Cc1cc([N+](=O)[O-])nn1CC(=O)Nc1c(C)n(C)n(-c2ccccc2)c1=O	3.4	-0.7	0.4	-6.2	8.6	-0.7	-22.1	0.7
CC(C)(C)OC(=O)NCCc1nnc(SCc2ccc(Cl)cc2Cl)o1	x	x	-1.3	3.8	-12.5	-12.2	x	-5.1
COCCOC(=O)C1=C(C)Nc2nc(C)nn2C1c1ccc(F)cc1 (centres undefined)	6.0	-0.9	0.2	1.7	-1.2&0.6	-10.0	-3.5	1.1
O=C(/C=C/c1ccc(Cl)cc1)N1CCN(Cc2ccccc2)CC1	-6.7	2.2	x	-6.7	-1.5	-6.2	-27.4	1.8
Cc1cccc(C)c1NC(=O)CNC(=O)CCNC(=O)c1ccco1	2.3	-0.1	-0.1	3.1	1.9	10.5	-11.0	4.8
CCS(=O)(=O)N1CCCCN2[C@H](CO)[C@H](c3ccc(-c4ccc(C(=O)N(C)C)cc4)cc3)[C@H]2C1	-6.2	x	0.1	1.9	-11.9	-5.5	x	9.6
COc1ccc(N(CC(=O)NC2CC3CCC2C3)S(=O)(=O)c2ccccc2)cc1Cl (centres undefined)	1.2	-1.6	x	5.1	-1.0	-0.6	-5.7	-1.7
CNC(=O)C12CC3CC(C1)CC(c1ccc(C)cc1)(C3)C2	-1.0	1.6	x	-2.7	-3.0	-2.3	-4.0	2.9
COc1cc2[nH]c3c(c2cc1OC)CCN1CCCC[C@@H]31	-1.7	-4.8	x	10.1	24.6	19.3	25.2	-4.9
O=C(Nc1ccccc1N1CCOCC1)c1ccc([N+](=O)[O-])o1	3.0	-1.3	-0.3	-0.4	-1.0	14.8	-7.9	-11.9
COc1ccc(CN(C)C[C@H]2Oc3c(NC(=O)C4CCCCC4)cccc3C(=O)N([C@H](C)CO)C[C@@H]2C)cc1	4.4	1.3	0.9	1.2	-5.9	-4.1	2.7	-5.6
CN1OC[C@@H]2CN(C(=O)C(C)(C)C)[C@H](c3cccc(-c4ccccc4)c3)C[C@@H]21	2.8	-1.1	x	0.4	-4.6	-2.5	0.1	1.8
COc1ccccc1CN1C(=O)[C@@H]2Cc3c([nH]c4ccccc34)C(C)(C)N2C1=O	-3.5	2.7	-0.3	x	-1.8	-5.7	-15.4	0.8
CCC(C)(C)NC(=O)CN(C(=O)c1snc(C(N)=O)c1N)c1ccc2nc(C)sc2c1	-5.8	1.0	x	-1.6	1.3	-0.7	-14.9	x
O=C(C1CCN(S(=O)(=O)c2cccc3nsnc23)CC1)N1CCn2c1nc1ccccc12	x	x	x	0.9	1.4	3.5	x	3.0
c1ccc(CNc2nc3ccccc3[nH]2)cc1	-70.1	-1.1	x	-6.1	-4.5	13.0	4.9	15.1
CC(C)(C)N1C(=O)c2ccccc2NC(=O)C1C(=O)NCc1ccco1 (centres undefined)	1.9	-4.4	0.4	x	x	x	-43.0	x
Cc1cc(C)n(C(=O)c2ccc([N+](=O)[O-])cc2N)n1	-3.4	1.7	x	-2.5	-4.9	3.6	-23.8	11.1
CC(=O)N1CCc2cc(S(=O)(=O)CCC(=O)NCCc3ccccc3)ccc21	-1.8	2.6	-0.1	6.3	-5.0	-7.5	-8.3	-5.2
COc1ccc(C(=O)Nc2ccc3c(c2)OC[C@@H](C)N(C)C[C@H](C)[C@H](OC)CN(C)C3=O)cc1	0.4	-0.7	-0.2	-0.2	-5.0	-2.6	7.8	3.0
CC(Sc1nc(N)cc(=O)[nH]1)C(=O)Nc1sc2c(c1C#N)CCCC2 (centres undefined)	-3.4	1.7	x	x	-5.9	x	-8.3	x
Oc1cccc(/C=N/N=C/c2cccc(O)c2O)c1O	-4.5	2.3	-0.4	-0.4	7.5	8.6	-9.8	36.5
SMILES	ERp5 block	Casp6 inh	E-selectin induc	PglD inh	ARNT-TACC3 inh	RAD54 inh	RAD52 inh	esBAF inh
CCCNC(=O)N1[C@H](C#N)[C@H](c2ccc(-c3ccccc3F)cc2)[C@@H]1CO	3.6	0.6	x	0.4	-7.8	-2.9	-4.9	-8.3
CCCCNc1nc(Cl)nc(Nc2ccc(C)cc2)n1	2.9	-3.3	x	1.6	x	4.3	-14.3	x
CCOC(=O)CSc1nc2cc(C(=O)OC)ccc2c(=O)n1CCN1CCOCC1	1.9	1.6	x	-0.9	-2.1	-4.9	-0.3	-7.7
CSc1nc2[nH]ncc2c(=O)[nH]1	6.4	-3.4	0.2	-3.3	30.7	-3.9	-9.4	x
CC1CCN(CC(=O)Nc2ccc3c(c2)OCO3)CC1	-0.4	2.0	6.8	-3.2	-2.8	-7.9	0.5	6.9
COc1ccccc1-n1cc(-c2ccccc2)c2c(=S)nc[nH]c21	3.0	-3.6	8.3	0.6	16.8	-3.7	1.1	-0.9
Cc1ccc(/C=N/NC(=O)CNC(=O)COc2ccccc2)cc1	-3.7	-2.7	x	x	-0.5	x	0.1	x
Clc1cccc(C2=NOC(c3nnc(-c4ccccc4)o3)C2)c1 (centres undefined)	0.4	1.1	0.1	-2.8	-8.2	0.5	-6.2	-3.9
Nc1ccc(Nc2ccccc2)c(Cl)c1	5.3	-2.2	x	2.0	17.9	0.4	-8.9	12.8
C[C@@H]1CN([C@@H](C)CO)C(=O)c2cccc(NC(=O)C3CCOCC3)c2O[C@H]1CN(C)Cc1ccc(C(=O)O)cc1	-3.6	2.6	-1.6	-4.3	1.7	6.6	8.1	-0.8
CCOC(=O)N/N=C\C=C\c1ccc2c(c1)OCO2	4.2	-1.2	0.3	x	-0.4	-11.9	-11.1	x
CCOC(=O)COc1ccccc1/C=C1\NC(=O)NC1=O	2.7	-0.7	x	-3.3	-2.9	5.8	-3.1	-2.6
O=C(COC(=O)C1CCN(S(=O)(=O)c2cccs2)CC1)Nc1ccccc1Br	0.1	1.6	1.7	1.7	-6.2	-3.1	-17.1	16.2
O=C(COc1ccccc1)N1CCN=C1c1ccccc1	x	x	0.5	-0.6	-6.9	-2.8	x	9.8

Rewritten in markdown: part of the list above.
| compound | ERp5 block | Casp6 inh | E-selectin induc | PglD inh | ARNT-TACC3 inh | RAD54 inh | RAD52 inh | esBAF inh |
| --- | --- | --- | --- | --- | --- | --- | --- | --- |
| CCCCNc1nc(Cl)nc(Nc2ccc(C)cc2)n1 | 2.9 | -3.3 | x | 1.6 | x | 4.3 | -14.3 | x |
| CCOC(=O)CSc1nc2cc(C(=O)OC)ccc2c(=O)n1CCN1CCOCC1 | 1.9 | 1.6 | x | -0.9 | -2.1 | -4.9 | -0.3 | -7.7 |
| CSc1nc2[nH]ncc2c(=O)[nH]1 | 6.4 | -3.4 | 0.2 | -3.3 | 30.7 | -3.9 | -9.4 | x |
